a7 integrin act: qHTS for Activators of Integrin-Mediated Alleviation for Muscular Dystrophy | Potency, µM (series often up to 38.3 µM), inactives show at the highest dose activation, actives largely listed as activators | alpha7betagal myoblasts, beta-gal FDG fluorescence, 48 h | hit rate 0.064% among 350,000 | AID 624291, 2012;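 note: potency is the fitted concentration of half-maximal effect; 100% = response of the positive control SU9516; nearly all actives have a fitted effect of over 60% in size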
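alpha7betagal+/- myoblasts (passage 13, 250/well) treated 48 h at 37C with compounds at 1:260 dilution of DMSO stock. Lysed, then beta-galactosidase activity read as FDG fluorescence (ex 480/em 540) after 30 min, with pre-read for autofluorescence.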
Coupling enz: qHTS Assay for Inhibitors of Fructose-1,6-bisphosphate Aldolase from Giardia Lamblia: Coupling assay counterscreen; activity change, negative = inhibition, % at 58.2 µM, hits read low; coupling enzyme system counterscreen, AmpLite Red fluorescence; AID 2472, 2010; hit rate 0.67% among 290,000; in the data active = activity change below about -30%; note: % is set by controls: 0 for no effect and ±100 for the full control effect
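Counterscreen of the coupled detection system alone, without aldolase: glyceraldehyde-3-phosphate coupling enzymes plus AmpLite Red readout. Compounds at 57.5 uM final, 10 min RT preincubation, 20 min RT reaction, fluorescence 525/598 nm.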
PTAP TSG101 blk: qHTS Assay for Iinhibitors of HIV-1 Budding by Blocking the Interaction of PTAP/TSG101. Tumor susceptibility gene 101 protein (Homo sapiens), Q99816. Fluorescence polarization, FITC-PTAP peptide / Tsg101 binding. Potency, µM (doses to about 115 µM), without a hit: at the highest dose activity change, negative = inhibition, most hits filed as inhibitors. 340,000 tested, under 10 active. AID 493005, 2010; active = well fitted inhibition curve with a large enough effect in the main read-out, with a control signal flat, not every such curve was filed as active; inconclusive = small, poorly fitted or top-dose-only effect, or effect the other way, or a change in a side signal; inactive = no such curve, though single readings can be large or run the other way; note: potency is the fitted concentration of half-maximal effect; % of control where 0% means no effect
Target sequence (Q99816 whole entry, looked up): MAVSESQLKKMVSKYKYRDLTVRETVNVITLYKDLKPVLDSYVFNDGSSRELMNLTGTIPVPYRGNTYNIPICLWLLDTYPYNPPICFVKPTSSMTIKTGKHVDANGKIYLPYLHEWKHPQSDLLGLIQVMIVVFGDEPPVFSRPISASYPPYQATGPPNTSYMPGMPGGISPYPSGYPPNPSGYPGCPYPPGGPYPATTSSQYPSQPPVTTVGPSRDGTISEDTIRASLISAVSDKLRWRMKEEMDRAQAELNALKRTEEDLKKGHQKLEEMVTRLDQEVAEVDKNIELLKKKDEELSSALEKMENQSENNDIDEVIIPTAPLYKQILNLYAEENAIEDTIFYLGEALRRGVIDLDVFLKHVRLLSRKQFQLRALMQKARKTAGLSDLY
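Fluorescence anisotropy tracks displacement of a FITC-tagged PTAP peptide (50 nM) from the Tsg101 binding domain (10 uM), following a 20 min room-temperature incubation at pH 7.5.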
Menin MLL FP TR: qHTS Assay for Inhibitors Targeting the Menin-MLL Interaction in MLL Related Leukemias: Competition With Texas Red Labeled MLL-derived Mutant Peptide; O00255; AID 1768, 2009; Potency, µM (top dose mostly 61.6 µM), without a hit: at the highest dose FP activity change, negative = inhibition, usual class: inhibitors; hit rate 0.23% among 270,000; Menin + Texas Red MLL mutant peptide, fluorescence polarization; active = well fitted inhibition curve with a large enough effect in the polarisation, with a control signal flat, not every such curve was filed as active; inconclusive = small, poorly fitted or top-dose-only effect, or effect the other way, or a change in a side signal; inactive = no such curve, though single readings can be large or run the other way; the % refers to the polarisation; note: potency is the fitted concentration of half-maximal effect; % of control where 0% means no effect; many of its hits are not listed in these tables
BCR signal inh: qHTS Assay to Find Inhibitors of Chronic Active B-Cell Receptor Signaling | ABC-DLBCL IkBa-CBG/CBR reporter, luminescence ratio, 4 h | hit rate 0.05% among 340,000 | Potency, µM (doses to about 46.1 µM), without a hit: top-dose ratio change, negative = lower green/red ratio, actives largely listed as inhibitors; active = well fitted inhibition curve with a large enough effect in the signal ratio, with a control signal flat, not every such curve was filed as active; inconclusive = small, poorly fitted or top-dose-only effect, or effect the other way, or a change in a side signal; the % refers to the signal ratio;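 note: potency is the fitted concentration of half-maximal effect; plate controls were basal doxycycline-induced cells for no effect and cells given 10 µM MG132 for full effect; MG132 reads +100%, hits lower the ratio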
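TMD8 human ABC-DLBCL cells with doxycycline-inducible IκBα–green luciferase fusion and unfused red luciferase, in 0.5% FBS medium; compounds up to 46 uM, 4 h at 37C. Green/red luminescence ratio, filter-overlap corrected, fitted to concentration-response curves.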
B2AR arrestin: qHTS assay of beta-arrestin-biased ligands of beta2-adrenergic receptor | Potency, µM (top dose mostly 46.1 µM), for the others: at the highest dose activation, usual class: activators | Beta-2 adrenergic receptor (Homo sapiens), P07550 | hit rate 0.02% among 330,000 | AID 492947, 2010 | beta-arrestin recruitment to beta2AR, cell-based reporter;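 note: potency is the fitted concentration of half-maximal effect; 0% = DMSO controls and full agonism = EC100 isoproterenol or metaproterenol; nearly all actives have a fitted effect of over 65% in size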
PKM2 activator: qHTS Assay for Activators of Human Muscle isoform 2 Pyruvate Kinase. purified PKM2, Kinase-Glo ATP luminescence, activation; response scale: 0% is enzyme alone, no compound. AID 1631, 2009. Potency, µM (series often up to 57.5 µM), for inactives: at the highest dose activation, usual class: activators. hit rate 0.34% among 260,000; note: potency is the fitted concentration of half-maximal effect; % is set by controls: 0 for no effect and ±100 for the full control effect; nearly all actives have a fitted effect of over 55% in size
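ATP formation by purified human PK-M2, quantified via coupled luciferase luminescence after 1 h at room temperature with 0.1 mM ADP and 0.5 mM PEP final.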
Giardia kill: Small Molecules that selectively kill Giardia lamblia: qHTS; hit rate 0.15% among 340,000; activity change, % at 7.66 µM, hits read low; Giardia lamblia trophozoite viability; AID 540267, 2011; in the data active = activity change below about -80%; inconclusive = between about -30% and that limit;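 note: parasites exposed to compound for two days anaerobically before the ATP read; % is set by controls: 0 for no effect and ±100 for the full control effect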
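Viability, read as ATP luminescence: trophozoites at 100 cells/well, compound added, 48 hrs anaerobic at 37 deg C, then 15-30 min room-temperature development before reading.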
Tb PFK inh: qHTS Assay to Find Inhibitors of T. brucei phosphofructokinase; ATP-dependent 6-phosphofructokinase (Trypanosoma brucei brucei), O15648; T. brucei PFK, ADP-Glo luminescence; Potency, µM (top dose mostly 57.5 µM), without a hit: at the highest dose activity, negative = inhibition, usual class: inhibitors; hit rate 0.17% among 330,000;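 note: potency is the fitted concentration of half-maximal effect; 0% = uninhibited 1x PFK enzyme wells and -100% = no-enzyme wells; nearly all actives have a fitted effect of over 60% in size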
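In TEA buffer at pH 8.0 with 5 mM MgCl2, enzyme (1.25 nM) converted F6P (0.5 mM) and ATP (0.1 mM) for 45 min at room temperature. ADP product was read by luciferase luminescence.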
ASM inhibitor: Inhibitors of Secretory Acid Sphingomyelinase (S-ASM): qHTS; Potency, µM (top dose mostly 57.5 µM), for the others: at the top dose activity change, negative = inhibition, most hits filed as inhibitors; AID 504937, 2011; hit rate 0.006% among 340,000; placental ASM, HMU-PC fluorogenic substrate, 60 min; note: potency is the fitted concentration of half-maximal effect
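Fluorogenic HMU-PC substrate (9 uM final) is turned over by placental ASM in 60 min at 37 C after a 10 min compound preincubation. Reaction ended by alkaline stop (pH 10), with fluorescence read at 386/447 nm.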
GALK inh: qHTS Assay for Inhibitors of Human Galactokinase (GALK) | P51570 | Purified GALK, Kinase-Glo residual ATP luminescence | Potency, µM (titrated, usually from 57.5 µM), without a hit: top-dose activity change, negative = inhibition, hits mostly inhibitors | hit rate 0.007% among 270,000 | AID 1868, 2009; note: potency is the fitted concentration of half-maximal effect; % is set by controls: 0 for no effect and ±100 for the full control effect
Target sequence (P51570 whole entry, looked up): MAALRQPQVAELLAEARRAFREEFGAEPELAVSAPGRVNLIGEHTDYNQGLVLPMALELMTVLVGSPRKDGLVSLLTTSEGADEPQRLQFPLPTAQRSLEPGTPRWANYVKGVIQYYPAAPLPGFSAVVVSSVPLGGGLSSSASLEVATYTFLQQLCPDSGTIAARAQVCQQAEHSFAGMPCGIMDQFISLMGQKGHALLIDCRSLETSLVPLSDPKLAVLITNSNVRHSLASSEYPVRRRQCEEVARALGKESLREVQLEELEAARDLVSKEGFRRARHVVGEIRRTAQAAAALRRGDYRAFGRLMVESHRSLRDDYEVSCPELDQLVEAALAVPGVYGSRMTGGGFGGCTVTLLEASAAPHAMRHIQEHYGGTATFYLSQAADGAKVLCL
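5 nM enzyme, 35 uM ATP, 100 uM galactose, 20 mM HEPES pH8.0, 5 mM MgCl2; 1 h RT; residual ATP by Kinase-Glo Plus luminescence, qHTS format.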
* = called active by the depositor; & = joins results of further samples; [ ] = another dose, or the depositor's remark. Unless noted, calls come from the whole dose curve; as a rule, active = well fitted curve in the direction sought with a large enough effect; inconclusive = small, poorly fitted or top-dose-only effect, or another doubt; inactive = no such curve, though single readings can be large; an effect the other way counts as inactive or inconclusive. A portion of the library; count on the stated rates, not on these rows.

`O=C(NCCc1ccccc1Cl)C1CCN(S(=O)(=O)c2cccs2)CC1` gave a7 integrin act 11%, Coupling enz 0, PTAP TSG101 blk 0%, Menin MLL FP TR -20%, BCR signal inh -2%, B2AR arrestin -0.7%, PKM2 activator 10%, Giardia kill 14, Tb PFK inh -6%, ASM inhibitor -2% and GALK inh -2%.
For CCNC(=S)N1CCN(CC(=O)Nc2ccc(OC)cc2)CC1 the results were a7 integrin act 0%, Coupling enz -7, PTAP TSG101 blk 0%, Menin MLL FP TR -14%, BCR signal inh 0%, B2AR arrestin 0.3%, PKM2 activator -3%, Giardia kill -9, Tb PFK inh 5%, ASM inhibitor -1% and GALK inh 2%.
Screening Cc1cc(C)n(-c2nc3c(c(=O)n(C)c(=O)n3C)n2C)n1 returned a7 integrin act 44%, Coupling enz 1, PTAP TSG101 blk -4%, Menin MLL FP TR -4%, BCR signal inh 1%, B2AR arrestin 0.5%, PKM2 activator -6%, Giardia kill 0, Tb PFK inh -4%, ASM inhibitor 7% and GALK inh 1%.
COc1ccc(Cn2c(=O)[nH]c3cc(C(=O)N4CCN(c5ccccn5)CC4)ccc3c2=O)cc1 was read as a7 integrin act -38%[inhibitor], Coupling enz 5, PTAP TSG101 blk -1%, Menin MLL FP TR 0%, BCR signal inh -6%, B2AR arrestin 0.3%, PKM2 activator 2%, Giardia kill -24, Tb PFK inh 6%, ASM inhibitor 1% and GALK inh -1%.
Screening O=C(O)C1C(c2ccccc2)C(C(=O)Oc2ccccc2)C1c1ccccc1 (stereo not drawn) returned a7 integrin act 3%, Coupling enz 0, PTAP TSG101 blk 6%, Menin MLL FP TR -9%, BCR signal inh inconclusive, B2AR arrestin -0.3%, PKM2 activator 5%, Giardia kill 2, Tb PFK inh 4%, ASM inhibitor 4% and GALK inh 1%.
For CCCC(C)c1nnc(NC(=O)CCS(=O)(=O)Cc2ccccc2)s1 (stereo not drawn) the results were a7 integrin act 39%, Coupling enz 4, PTAP TSG101 blk -3%, Menin MLL FP TR 4%, BCR signal inh inconclusive, B2AR arrestin -0.7%, PKM2 activator 2%, Giardia kill 2, Tb PFK inh -28%, ASM inhibitor 1% and GALK inh 14%.
Screening COc1ccccc1CNC(=O)C1CCC(CNS(=O)(=O)c2cccs2)CC1 (stereo not drawn) returned a7 integrin act 6%, Coupling enz 0, PTAP TSG101 blk -7%, Menin MLL FP TR -8%, BCR signal inh -12%, B2AR arrestin 0.2%, PKM2 activator 4%, Giardia kill -28, Tb PFK inh 0%, ASM inhibitor -2% and GALK inh -1%.
`Cc1ccc(-n2nc3c(c2NC(=O)C(C)(C)C)CS(=O)(=O)C3)cc1` gave a7 integrin act 22%, Coupling enz 1, PTAP TSG101 blk -1%, Menin MLL FP TR -2%, BCR signal inh 0%, B2AR arrestin -0.1%, Giardia kill 12, Tb PFK inh 4%, ASM inhibitor -2% and GALK inh 2%.
COc1ccc(CNC(=O)CN(Cc2ccco2)C(=O)CNS(=O)(=O)c2ccccc2)cc1 was read as a7 integrin act -813%[inhibitor], Coupling enz 0, PTAP TSG101 blk -6%, BCR signal inh 2%, B2AR arrestin 0.5%, Giardia kill -13, Tb PFK inh 3%, ASM inhibitor -4% and GALK inh 4%.
For Cc1cc(C)cc(N2C(=O)C3CC=CCC3C2=O)c1 (stereo not drawn) the results were a7 integrin act 3%, Coupling enz 1, PTAP TSG101 blk -5%, Menin MLL FP TR 6%, BCR signal inh -1%, B2AR arrestin 0.0%, PKM2 activator -5%, Giardia kill 8, Tb PFK inh 30%, ASM inhibitor 3% and GALK inh 0%.
`Cc1c(-c2nn(C)c(=O)c3ccccc23)oc2ccc(F)cc2c1=O` gave a7 integrin act -13%, Coupling enz -27, PTAP TSG101 blk -1%, Menin MLL FP TR 1%, BCR signal inh 3%, B2AR arrestin -1.1%, PKM2 activator -3%, Giardia kill -17, Tb PFK inh -7%, ASM inhibitor -3% and GALK inh 2%.
Screening Oc1c(I)cc(Cl)c2cccnc12 returned Coupling enz -12&-16&-7, PTAP TSG101 blk -12%, Menin MLL FP TR inconclusive, BCR signal inh inconclusive, B2AR arrestin -0.6%, PKM2 activator 10%, Giardia kill 1, Tb PFK inh 2% and ASM inhibitor -10%.
Screening CN(C(=O)c1ccoc1)c1ccc2ccccc2c1 returned a7 integrin act -33%, PTAP TSG101 blk -3%, BCR signal inh -15%, B2AR arrestin 0.2%, Giardia kill 6, Tb PFK inh 0%, ASM inhibitor -1% and GALK inh 2%.
`CNS(=O)(=O)c1cc(Nc2ncnc3sccc23)ccc1C` gave a7 integrin act 17%, Coupling enz -4, PTAP TSG101 blk -4%, Menin MLL FP TR 27%, BCR signal inh -12%, B2AR arrestin 0.2%, Giardia kill 10, Tb PFK inh 16%, ASM inhibitor 2% and GALK inh 0%.
Cc1[nH]c2ccccc2c1C(=O)CSC(=S)N1CCN(C)CC1 was read as a7 integrin act -23%, Coupling enz -3, PTAP TSG101 blk -7%, BCR signal inh -4%, B2AR arrestin 0.2%, PKM2 activator -3%, Giardia kill -4, Tb PFK inh -5%, ASM inhibitor -7% and GALK inh 5%.
CN1CCc2c(sc3c2c(=O)n(-c2ccccc2)c2nnc(SCc4ccccc4)n32)C1 was read as a7 integrin act 11%, Coupling enz -1, PTAP TSG101 blk -8%, Menin MLL FP TR -4%, BCR signal inh 8%, B2AR arrestin 0.3%, PKM2 activator 7%, Giardia kill 10, Tb PFK inh 0%, ASM inhibitor 1% and GALK inh 1%.
CC(C)(C)OC(=O)CNC(=O)c1[nH]cnc1C(=O)N[C@@H](Cc1ccccc1)C(=O)OC(C)(C)C was read as a7 integrin act -21%, Coupling enz -5, PTAP TSG101 blk -6%, BCR signal inh 1%, B2AR arrestin -0.6%, PKM2 activator 0%, Giardia kill -19, Tb PFK inh -3%, ASM inhibitor -7% and GALK inh 1%.
For COc1ccc(C(=O)NN2CCOCC2)cc1 the results were a7 integrin act 11%, Coupling enz 1, PTAP TSG101 blk -1%, Menin MLL FP TR 7%, BCR signal inh 3%, B2AR arrestin 0.1%, PKM2 activator 0%, Giardia kill -26, Tb PFK inh -9%, ASM inhibitor 0% and GALK inh 2%.
`CCOc1ccc2ccccc2c1C1NC(=S)N(C)C(C)=C1C(=O)OC` (stereo not drawn) gave a7 integrin act 3%, Coupling enz 3, PTAP TSG101 blk -4%, Menin MLL FP TR -5%, BCR signal inh 11%, B2AR arrestin -0.8%, PKM2 activator -1%, Giardia kill 1, Tb PFK inh 4%, ASM inhibitor 2% and GALK inh -2%.
For O=S(=O)(O/N=C1\CCCc2ccccc21)c1ccc(Cl)cc1 the results were a7 integrin act -25%, Coupling enz -6, PTAP TSG101 blk -6%, BCR signal inh inconclusive, B2AR arrestin 0.3%, PKM2 activator -21%, Giardia kill 1, Tb PFK inh -6%, ASM inhibitor 2% and GALK inh -3%.
`CCOc1ccc(C2Sc3ccccc3NC3=C2C(=O)OC3)cc1` (stereo not drawn) gave a7 integrin act 10%, Coupling enz -1, PTAP TSG101 blk 0%, Menin MLL FP TR 41%[activator], BCR signal inh inconclusive, B2AR arrestin 0.1%, PKM2 activator 1%, Giardia kill -1, Tb PFK inh -2%, ASM inhibitor inconclusive and GALK inh 2%.
`O=P(O)(c1ccc(Cl)cc1)c1ccc(Cl)cc1` gave a7 integrin act 2%, Coupling enz 0, PTAP TSG101 blk -2%, Menin MLL FP TR 0%, BCR signal inh -2%, B2AR arrestin -0.7%, PKM2 activator -5%, Giardia kill 7, Tb PFK inh 0%, ASM inhibitor 7% and GALK inh 0%.
`COc1cc(C)c(Br)cc1S(=O)(=O)NCc1ccncc1` gave a7 integrin act -28%, Coupling enz -1, PTAP TSG101 blk -1%, Menin MLL FP TR -5%, BCR signal inh -10%, B2AR arrestin 0.4%, PKM2 activator 5%, Giardia kill -17, Tb PFK inh -4%, ASM inhibitor 5% and GALK inh -1%.

Source: PubChem
